High-throughput results from PubChem.
DAT uptake mod = human DAT dopamine uptake with cocaine, either direction; AID 449768; LLC-PK1 hDAT cells, [14C]-dopamine uptake with cocaine IC80; actives deviate in either direction; B-score at 10 µM; actives 1.3% (n = 110,000); Q01959;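 active = Z score or B-score, a plate-position-corrected score, falls beyond the plate's 99.7% confidence bounds, in either direction; inactive = both scores lie inside the 99.7% bounds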;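 note: scored against the spread of the other compound wells on the same plate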
Target sequence (Q01959 whole entry, looked up): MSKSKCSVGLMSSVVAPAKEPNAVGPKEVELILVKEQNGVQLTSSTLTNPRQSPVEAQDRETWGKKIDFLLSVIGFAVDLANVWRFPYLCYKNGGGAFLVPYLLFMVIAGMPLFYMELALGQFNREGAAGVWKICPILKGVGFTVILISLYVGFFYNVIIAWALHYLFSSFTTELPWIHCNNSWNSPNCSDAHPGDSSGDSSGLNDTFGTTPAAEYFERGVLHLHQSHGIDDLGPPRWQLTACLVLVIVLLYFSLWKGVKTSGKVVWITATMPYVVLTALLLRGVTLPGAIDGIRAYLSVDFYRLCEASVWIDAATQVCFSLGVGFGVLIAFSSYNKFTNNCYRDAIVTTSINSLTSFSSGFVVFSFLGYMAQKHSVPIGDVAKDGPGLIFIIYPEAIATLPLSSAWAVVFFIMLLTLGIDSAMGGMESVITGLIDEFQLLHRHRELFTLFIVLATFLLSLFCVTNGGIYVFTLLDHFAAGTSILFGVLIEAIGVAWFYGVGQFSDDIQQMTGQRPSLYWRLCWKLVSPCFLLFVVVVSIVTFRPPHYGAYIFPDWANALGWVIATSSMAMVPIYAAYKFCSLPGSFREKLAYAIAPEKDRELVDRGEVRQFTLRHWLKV
sEH act = increases human soluble epoxide hydrolase activity. P34913. purified human sEH enzymatic activity, activator screen. activation, % at 2 µM. actives 0.04% (n = 91,000). AID 717; in the data active = activation above about 37%; note: values of inactives mirror those of a sister screen read the other way
CYP2C19 activ = cytochrome P450 2C19 (human) activation | P33261 | 96,000 tested, under 10 active | recombinant CYP2C19, luciferin-H EGE luminescence; active compounds read high; 0 = fully inhibited enzyme, 1 = untreated enzyme | activation factor at 5 µM;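 active = activation factor of at least 2 at 5 µM in the primary screen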;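 note: 0 = wells with 2.5 mM tranylcypromine and 1 = vehicle-only wells; values of inactives mirror those of a sister screen read the other way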
PostGolgi yeast = growth inhibition of a yeast mutant, post-Golgi transport screen | post-Golgi transport phenotypic cell assay | actives 0.9% (n = 98,000) | inhibition, % at 10 µM;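 note: yeast cells grown in 1536-well plates; yeast grown about 18 h at 30C before absorbance read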
sEH inh = soluble epoxide hydrolase (human) inhibition; P34913; recombinant human sEH enzymatic activity assay; inhibition, % at 2 µM; actives 0.34% (n = 91,000); AID 707; in the data active = inhibition above about 80%; note: values of inactives mirror those of a sister screen read the other way; many of its hits are not listed in these tables
CYP2C19 inh = inhibitors of human CYP2C19; actives 21% (n = 96,000); inhibition, % at 5 µM; AID 778; CYP2C19 Supersomes, luciferin-H EGE luminescence, 30 min; P33261;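 active = CYP2C19 inhibition above a set limit at 5 µM in the primary screen, cut at about 50% in these data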;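 note: plate controls were negative control wells for no effect and 2.5 mM tranylcypromine positive control for full effect; values of inactives mirror those of a sister screen read the other way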
S1P2 blocker = blocks the human S1P2 receptor; cell-based S1P2 antagonist assay, inhibition at 5 uM; inhibition, % at 5 µM; actives 0.21% (n = 97,000); AID 736; in the data active = inhibition above about 45%;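 note: CRE beta-lactamase reporter cells expressing human S1P2 stimulated with S1P; 0% = agonist at EC80 alone and 100% = agonist plus reference antagonist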
Target sequence (O95136 whole entry, looked up): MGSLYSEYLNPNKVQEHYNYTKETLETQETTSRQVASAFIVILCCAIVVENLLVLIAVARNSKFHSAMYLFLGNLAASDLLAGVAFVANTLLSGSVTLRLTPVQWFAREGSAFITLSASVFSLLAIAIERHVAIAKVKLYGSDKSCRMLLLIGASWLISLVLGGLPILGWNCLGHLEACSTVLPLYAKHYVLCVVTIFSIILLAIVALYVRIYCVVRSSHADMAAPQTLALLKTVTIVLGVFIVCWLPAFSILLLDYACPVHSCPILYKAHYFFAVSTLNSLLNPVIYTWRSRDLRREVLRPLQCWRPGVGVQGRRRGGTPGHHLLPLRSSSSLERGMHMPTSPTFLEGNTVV
S1P2 agonist = S1P2 (human) receptor agonism | S1P2-expressing cell line, agonist reporter read-out | activation, % at 4.5 µM | actives 0.46% (n = 97,000) | AID 729; in the data active = activation above about 16%;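 note: 0% = vehicle low control and 100% = maximal reference agonist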
PostGolgi ctrl = inhibits growth of the yeast control strain; efflux-deficient yeast background strain, growth absorbance A615, 16 h; actives 5% (n = 98,000); inhibition, % at 10 µM
An asterisk follows results filed as active; · = no result given. Cut-off read from the data, not from the text of the source, unless noted: active = inhibition above about 30%; inactive = the rest.

SMILES	DAT uptake mod	sEH act	CYP2C19 activ	PostGolgi yeast	sEH inh	CYP2C19 inh	S1P2 blocker	S1P2 agonist	PostGolgi ctrl
Cc1ccc(S(=O)(=O)N(C)Cc2nc(-c3ccc(Br)cc3)no2)cc1	-1.2	-4	0.8	1	3	20	21	-7	4
CN1CCN(S(=O)(=O)c2ccc(-c3noc(C4CCN(S(C)(=O)=O)CC4)n3)cc2)CC1	0.37	4	1.1	-2	-4	-5	-2	-10	2
O=C(CNC1=NCCC1)c1ccc2c(c1)OCCO2	-0.32	-4	1	-4	6	-3	-13	-4	10
CCOC(=O)CC1=C(C(=O)OCC)C(c2ccc(OC)cc2OC)C(C#N)=C(N)O1 (centres undefined)	0.3	·	0.5	-8	·	49	19	-6	-4
O=C(NCCc1ccccc1)c1ccc(CS(=O)(=O)Cc2ccccc2F)o1	-0.019	-38	0.6	10	36	39	3	-1	-1
OC(COC(c1ccc(Cl)cc1)c1ccc(Cl)cc1)CN1CCCC1 (centres undefined)	-1.4	-5	0.7	11	4	30	14	-2	1
CCN(CC)S(=O)(=O)c1cccc(S(=O)(=O)c2cccc(S(=O)(=O)N(CC)CC)c2)c1	0.2	3	0.1	·	-4	91*	15	-4	·
COc1ccc(N2Nc3n[nH]c(N)c3N2)cc1	-1.2	4	·	·	-1	·	8	-6	·
O=C(OCc1cccc(F)c1)c1ccc2c(c1)-c1ccccc1C2=O	0.65	3	0.8	6	-2	17	1	-1	2
CC1C=CCC2C(=O)N(c3cccc(C(=O)N4CCCCCC4)c3)C(=O)C12 (centres undefined)	1.2	·	·	-14	·	·	10	-6	3
O=C(CN1CCN(C(=O)N2CCOCC2)CC1)Nc1ccc(Br)cc1	2.1	-7	1.2	3	12	-19	1	-7	-2
COc1ccc(S(=O)(=O)N2CCCC(C(=O)NCCC3=CCCCC3)C2)cc1 (centres undefined)	0.65	-62	1.1	1	61	-9	10	-3	4
O=C(CN(Cc1cccs1)C(=O)CN1C(=O)COc2ccccc21)NCc1ccco1	0.33	3	0.9	1	-2	12	16	-1	-1
Cc1nnc2ccc(N3CCCC3)nn12	-0.26	-16	1.2	-2	20	-19	-3	-4	7
COc1cccc(CNC(=O)C2CCCN(c3nn4c(=O)cc(C)nc4s3)C2)c1OC (centres undefined)	0.088	-49	0.6	-7	49	37	-10	-2	5
CC(=O)Nc1sc2c(c1C(N)=O)CCC2	-0.93	5	·	·	-3	·	11	-1	·
COc1ccc(CCN(C)C(=O)CSc2nccn2C)cc1OC	-0.63	-8	0.8	10	6	22	-39	0	9
CC1N(O)C(c2ccc(Cl)cc2Cl)N(O)C1(C)C (centres undefined)	-0.73	·	·	-12	·	·	16	-7	5
O=C(Cn1c(NCCCO)nc2ccccc21)c1cccs1	0.0036	-9	·	·	8	·	-11	-7	·
COc1ccc(-c2noc(-c3cc4ccccc4oc3=O)n2)cc1	·	1	1	-11	-2	2	7	-3	5
Cn1nc(-c2ccc(Cl)cc2)c2cc(C(=O)N3CCOCC3)sc21	2	1	0.7	10	-2	34	13	0	10
Nc1ccc(Sc2cnn(-c3ccccc3)c(=O)c2Cl)cc1	2	16	0	9	-14	99*	-11	-2	40*
Oc1c(C=Nc2cccc3nsnc23)ccc2ccccc12	-0.39	7	0.5	8	-10	45	10	-9	5
COc1ccc(C2N(c3cc(C)on3)C(=O)C3CCCN32)cc1OC (centres undefined)	-0.71	-3	1.1	-11	5	-6	-5	-4	3
CCc1nnc(NC(=O)c2ccc(S(=O)(=O)N3CCCc4ccccc43)cc2)o1	0.29	-2	1	7	2	1	6	-7	-2
CC(Oc1ccc(Cl)cc1Cl)C(=O)NCCN1CCOCC1 (centres undefined)	0.3	0	0.6	11	1	42	-22	-5	3
N=c1ccccn1CC(O)COc1ccccc1 (centres undefined)	-0.028	·	1	0	·	4	·	·	-3
COc1cc(N2CCCC2)c(OC)cc1/C=C(/C#N)c1ccc(Br)cc1	-0.82	-12	0.9	-2	11	8	23	0	6
Cc1ccc(S(=O)(=O)N2CCCC2C(=O)N2CCCCCC2)cc1 (centres undefined)	-0.053	4	0.8	6	-3	21	-30	-4	-1
Nc1cccnc1Sc1cccc(Cl)c1	-0.82	3	0.7	8	-2	28	0	-1	10
Cc1nnc(SCCn2c(N3CCCCCC3)nc3c2c(=O)[nH]c(=O)n3C)s1	-0.089	-6	1	-3	10	3	6	-4	14
O=[N+]([O-])c1cc(Cl)ccc1NCCNc1ncc(C(F)(F)F)cc1Cl	0.0072	11	0.1	-7	-9	88*	-5	6	1
COc1cccc(C(=O)NCCC2=CCCCC2)c1OC	-0.46	-17	0	4	15	100*	-13	-3	15
CC1(C(=O)NC2CCCC2)CCC(=O)N1Cc1ccc2c(c1)OCO2 (centres undefined)	0.38	·	0.9	0	·	6	11	-6	7
O=C(NCc1ccccc1)c1cnc(-c2ccccn2)nc1C(F)(F)F	-0.016	-11	1.2	2	11	-25	-8	-4	6
CCOC(=O)c1ccc(NC(=O)N2CCN(c3ccccn3)CC2)cc1	2.7	-19	1	7	21	1	-8	-6	2
CCOC(=O)c1sc(NC(=O)CSc2nc(C)cc(C(F)(F)F)n2)c(C#N)c1C	-0.93	-6	0.8	2	8	20	-10	-4	8
COc1ccc(OC)c(CNCCNC(=O)c2ccco2)c1	0.34	9	0.3	-5	-8	73*	4	-6	3
CCOC(=O)C1=C(c2ccccc2)O/C(=C(\C(=O)OC)C(F)(F)F)S1	0.77	-3	1.1	-10	3	-10	-4	-5	12
N/C(COc1cccc(C(F)(F)F)c1)=N\NC(=O)c1cccnc1Oc1ccccc1	-1.1	-17	0.8	-3	18	21	11	-5	5
O=C(CN(Cc1cccs1)C(=O)CNS(=O)(=O)c1ccccc1)NCc1ccco1	0.0022	1	0.5	13	-2	52*	26	-2	1
CCOc1cc(C(=O)Nc2nnc(CC)s2)ccc1OCC(=O)N1CCOCC1	-0.23	14	1.1	1	-12	-14	6	-4	2
COCCCNC(=O)/C=C/c1ccc(Cl)cc1Cl	1.7	-1	0.9	2	4	11	4	-5	23
Cc1ccc(S(=O)(=O)NCC(c2ccccc2)N2CCN(CCC#N)CC2)cc1 (centres undefined)	-0.6	-2	0.2	4	3	76*	7	-4	6
Cc1cc(C)cc(Oc2ccccc2C=O)c1	0.037	8	0.8	8	-6	18	-3	-2	13
CCOc1ccc(N(CC(=O)NCc2ccc(OC)cc2)S(=O)(=O)c2c(C)noc2C)cc1	-0.81	·	0.8	1	·	15	8	-7	-6
Cc1nn(Cc2ccc(C(=O)n3cccn3)o2)c(C)c1Br	-0.0047	-18	·	·	20	·	-12	-8	·
O=C(CCn1c(=O)oc2ccccc21)Nc1ccon1	-1.1	15	·	·	-11	·	0	-6	·
O=C(O)CCN1CCOCC1	-0.5	0	1.2	11	2	-16	13	-4	-16
COC(=O)c1ccc(NS(=O)(=O)c2ccc(OC)cc2)cc1	1.3	-2	0.9	11	5	14	0	-4	22
CCCCn1cc(SCC(=O)O)c2ccccc21	1	11	1	-1	-11	4	-72	0	15
CCOC(=O)n1c(=O)oc2cc(S(=O)(=O)N3CCCCC3)ccc21	1	-4	·	-5	0	·	17	-3	-1
CCC(OC(=O)c1cc2sccc2n1C)C(=O)NCC1CCCO1 (centres undefined)	-0.49	-2	0.8	1	4	25	-8	-1	18
COC(=O)C1C(=O)NCC1c1ccc(OC)cc1 (centres undefined)	0.45	8	0.9	-4	-11	14	-10	-4	14
COc1cc(CNCCO)ccc1OCC(=O)Nc1ccc(Br)cc1	-0.45	4	0.8	-2	-6	19	35	-3	10
CC(C)CCNC(=O)CN(CC1CCCO1)C(=O)CCC(=O)Nc1nccs1 (centres undefined)	-1.2	-2	0.9	-9	1	5	20	-8	4
COCCCNCCOCCOc1c(OC)cccc1OC	-1.9	4	1.1	6	-4	-9	6	1	0
O=S(=O)(c1ccccc1)N1CCC(O)(CSc2ccc(Cl)cc2)CC1	·	5	1	-22	-4	-1	12	-4	2
COc1ccc(C2CC(=O)CC(=O)C2n2cncn2)cc1 (centres undefined)	-0.32	3	1.1	0	0	-12	-3	-2	-1
COc1ccc(CCNC(=O)COc2ccc(S(=O)(=O)NC(C)C)cc2Cl)cc1OC	0.36	-26	0.4	-2	26	65*	5	-7	3

17 of these compounds, set out differently.
structure | DAT uptake mod | sEH act | CYP2C19 activ | PostGolgi yeast | sEH inh | CYP2C19 inh | S1P2 blocker | S1P2 agonist | PostGolgi ctrl
O=C(CN(Cc1cccs1)C(=O)CNS(=O)(=O)c1ccccc1)NCc1ccco1 | 0.0022 | 1 | 0.5 | 13 | -2 | 52* | 26 | -2 | 1
CCOc1cc(C(=O)Nc2nnc(CC)s2)ccc1OCC(=O)N1CCOCC1 | -0.23 | 14 | 1.1 | 1 | -12 | -14 | 6 | -4 | 2
COCCCNC(=O)/C=C/c1ccc(Cl)cc1Cl | 1.7 | -1 | 0.9 | 2 | 4 | 11 | 4 | -5 | 23
Cc1ccc(S(=O)(=O)NCC(c2ccccc2)N2CCN(CCC#N)CC2)cc1 (centres undefined) | -0.6 | -2 | 0.2 | 4 | 3 | 76* | 7 | -4 | 6
Cc1cc(C)cc(Oc2ccccc2C=O)c1 | 0.037 | 8 | 0.8 | 8 | -6 | 18 | -3 | -2 | 13
CCOc1ccc(N(CC(=O)NCc2ccc(OC)cc2)S(=O)(=O)c2c(C)noc2C)cc1 | -0.81 | · | 0.8 | 1 | · | 15 | 8 | -7 | -6
Cc1nn(Cc2ccc(C(=O)n3cccn3)o2)c(C)c1Br | -0.0047 | -18 | · | · | 20 | · | -12 | -8 | ·
O=C(CCn1c(=O)oc2ccccc21)Nc1ccon1 | -1.1 | 15 | · | · | -11 | · | 0 | -6 | ·
O=C(O)CCN1CCOCC1 | -0.5 | 0 | 1.2 | 11 | 2 | -16 | 13 | -4 | -16
COC(=O)c1ccc(NS(=O)(=O)c2ccc(OC)cc2)cc1 | 1.3 | -2 | 0.9 | 11 | 5 | 14 | 0 | -4 | 22
CCCCn1cc(SCC(=O)O)c2ccccc21 | 1 | 11 | 1 | -1 | -11 | 4 | -72 | 0 | 15
CCOC(=O)n1c(=O)oc2cc(S(=O)(=O)N3CCCCC3)ccc21 | 1 | -4 | · | -5 | 0 | · | 17 | -3 | -1
CCC(OC(=O)c1cc2sccc2n1C)C(=O)NCC1CCCO1 (centres undefined) | -0.49 | -2 | 0.8 | 1 | 4 | 25 | -8 | -1 | 18
COC(=O)C1C(=O)NCC1c1ccc(OC)cc1 (centres undefined) | 0.45 | 8 | 0.9 | -4 | -11 | 14 | -10 | -4 | 14
COc1cc(CNCCO)ccc1OCC(=O)Nc1ccc(Br)cc1 | -0.45 | 4 | 0.8 | -2 | -6 | 19 | 35 | -3 | 10
CC(C)CCNC(=O)CN(CC1CCCO1)C(=O)CCC(=O)Nc1nccs1 (centres undefined) | -1.2 | -2 | 0.9 | -9 | 1 | 5 | 20 | -8 | 4
COCCCNCCOCCOc1c(OC)cccc1OC | -1.9 | 4 | 1.1 | 6 | -4 | -9 | 6 | 1 | 0

The list continues.
SMILES	DAT uptake mod	sEH act	CYP2C19 activ	PostGolgi yeast	sEH inh	CYP2C19 inh	S1P2 blocker	S1P2 agonist	PostGolgi ctrl
CC1=C(C#N)c2nc(N)c(C#N)c(C)c2/C1=C\c1ccc(C)cc1	0.045	-11	1.1	104*	12	-6	27	-6	100*
O=C(O)CCc1ccc(-c2ccccc2)n1NC(=O)c1sc2ccccc2c1Cl	-0.47	-6	1.1	5	1	-11	-9	-5	3
CCNC(=O)C/C(C)=N/NC(=O)C12CC3CC(CC(C3)C1)C2	0.027	·	0.9	1	·	9	-10	-2	-11
Cn1cc(-c2nnnn2-c2ccccc2)c(=O)c2ccccc21	0.5	-2	0.9	-8	5	9	6	-8	14
O=C(O)CC1SC(=O)N(Cc2ccccc2)C1=O (centres undefined)	-0.57	9	1	-6	-7	-1	14	-3	2
CCS(=O)(=O)n1nc(-c2ccccc2)nc1N	0.029	13	·	-2	-12	·	-12	-1	1
Fc1cccc(-n2c(-c3ccco3)nc3nc4ccccc4nc32)c1	-0.77	·	1	-17	·	0	4	-4	3
O=C(CN1C(=O)CSc2ccccc21)N1CCc2ccccc21	·	0	0.2	2	1	82*	-5	-4	1

The order is random (roughly 24% active in at least one column).
